Screening results (PubChem BioAssay)
APEX1 inh: blocks human APE1 abasic DNA cleavage. P27695. recombinant APE1, TAMRA/BHQ-2 abasic DNA cleavage fluorescence. Potency, µM (highest dose often 65.8 µM), for the others: at the top dose activity change, negative = inhibition, actives largely listed as inhibitors. actives 0.35% (n = 350,000). AID 2517;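 note: plate controls were vehicle for no effect and reference inhibitor for full effect; nearly all actives have a fitted effect of over 55% in size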
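Compound pre-exposure to 0.75 nM APE1, 15 min at ambient temperature. Reaction initiated with 50 nM TAMRA/BHQ-2 THF substrate, read immediately in kinetic mode, 525 nm excitation, 598 nm emission.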
POLH inh: inhibitors of human DNA polymerase eta | recombinant Pol eta, fluorescent DNA replication assay | Potency, µM (doses to about 114 µM), for inactives: at the highest dose activity change, negative = inhibition, most hits filed as inhibitors | AID 588591 | Q9Y253 | actives 1.2% (n = 390,000); note: % is set by controls: 0 for no effect and ±100 for the full control effect
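Pol eta at 10 nM preincubated with compounds 15 min at room temperature; reaction started with fluorescent substrate (50 nM final) and read kinetically at 0 and 10 min.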
Pol beta inh: DNA polymerase beta (human) inhibition; P06746; Pol beta primer extension/strand displacement, fluorescence kinetic; Potency, µM (top dose mostly 114 µM), inactives show at the top dose activity change, negative = inhibition, usual class: inhibitors; actives 1.3% (n = 340,000); AID 485314; note: % is set by controls: 0 for no effect and ±100 for the full control effect
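Human Pol beta at 10 nM; strand-displacement substrate 50 nM final. Compound exposure 15 min at room temperature before start, reaction 10 min at room temperature.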
Pol kappa inh: DNA polymerase kappa (human) inhibition. Q9UBT6. purified Pol kappa, fluorescent DNA synthesis assay, 10 min. Potency, µM (doses to about 107 µM), for inactives: at the highest dose activity, negative = inhibition, most hits filed as inhibitors. actives 0.53% (n = 400,000). AID 588579; note: % is set by controls: 0 for no effect and ±100 for the full control effect
Target sequence (Q9UBT6 whole entry, looked up): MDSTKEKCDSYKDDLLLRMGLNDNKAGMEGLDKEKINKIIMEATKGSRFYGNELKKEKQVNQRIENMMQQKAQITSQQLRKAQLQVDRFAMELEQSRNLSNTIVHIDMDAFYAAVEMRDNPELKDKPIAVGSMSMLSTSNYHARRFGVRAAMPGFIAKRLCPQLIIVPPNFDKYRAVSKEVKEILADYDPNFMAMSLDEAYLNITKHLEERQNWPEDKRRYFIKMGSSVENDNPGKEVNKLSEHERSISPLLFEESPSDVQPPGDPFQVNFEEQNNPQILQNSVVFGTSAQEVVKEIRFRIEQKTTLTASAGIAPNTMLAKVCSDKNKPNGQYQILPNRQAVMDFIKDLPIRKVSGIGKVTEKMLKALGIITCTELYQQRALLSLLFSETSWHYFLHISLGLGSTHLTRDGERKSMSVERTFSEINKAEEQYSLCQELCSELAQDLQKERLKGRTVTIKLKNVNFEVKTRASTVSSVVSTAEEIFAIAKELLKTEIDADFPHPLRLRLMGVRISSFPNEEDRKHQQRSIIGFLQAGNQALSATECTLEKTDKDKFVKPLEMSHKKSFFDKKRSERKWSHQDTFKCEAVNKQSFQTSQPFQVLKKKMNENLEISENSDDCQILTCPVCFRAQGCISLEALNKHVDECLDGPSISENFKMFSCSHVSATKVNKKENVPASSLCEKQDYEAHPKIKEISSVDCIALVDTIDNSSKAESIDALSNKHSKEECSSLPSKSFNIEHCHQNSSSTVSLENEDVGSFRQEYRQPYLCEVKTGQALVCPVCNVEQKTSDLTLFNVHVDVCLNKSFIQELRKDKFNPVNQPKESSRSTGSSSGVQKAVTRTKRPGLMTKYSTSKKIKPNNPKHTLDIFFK
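50 nM final substrate added after 15 min RT preincubation of 10 nM Pol kappa with compound; fluorescence read at 0 and 10 min.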
G9a block: G9a (human) methyltransferase inhibition | Q96KQ7 | G9a H3K9 monomethylation, AlphaScreen, 2 h | Potency, µM (highest dose often 102 µM), inactives show at the top dose activity, negative = inhibition, actives largely listed as inhibitors | actives 8.8% (n = 350,000) | AID 504332; note: % is set by controls: 0 for no effect and ±100 for the full control effect; nearly all actives have a fitted effect of over 75% in size
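Signal arises when biotinylated H3K9 peptide, once monomethylated, bridges streptavidin donor and antibody-captured acceptor beads. Enzyme at 20 nM was preincubated 15 min with test compounds; peptide 500 nM and SAM 20 uM then reacted for 2 h.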
BAZ2B inh: blocks human BAZ2B; AlphaScreen BAZ2B-H3K14Ac peptide displacement; AID 504333; Potency, µM (highest dose often 114 µM), inactives show at the highest dose activity change, negative = inhibition, usual class: inhibitors; actives 4.4% (n = 360,000); Q9UIF8; note: % is set by controls: 0 for no effect and ±100 for the full control effect; nearly all actives have a fitted effect of over 60% in size
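AlphaScreen displacement: compounds (up to 110uM) incubated 30 min at room temperature with a preformed 50 nM BAZ2B/50 nM biotinylated H3K14Ac peptide complex in PBS pH 7.4 with Tween-20. Donor and acceptor beads at 10 ug/mL final added, 20 min light-protected before reading.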
Apoferritin bind: binds horse apoferritin like a general anesthetic | Potency, µM (doses to about 77.5 µM), without a hit: at the top dose activity change, negative = displacement, actives largely listed as inhibitors | P02791 | apoferritin/1-aminoanthracene competitive binding, fluorescence | actives 0.074% (n = 350,000); note: % is set by controls: 0 for no effect and ±100 for the full control effect; nearly all actives have a fitted effect of over 20% in size
Target sequence (P02791 2-175 limits assumed): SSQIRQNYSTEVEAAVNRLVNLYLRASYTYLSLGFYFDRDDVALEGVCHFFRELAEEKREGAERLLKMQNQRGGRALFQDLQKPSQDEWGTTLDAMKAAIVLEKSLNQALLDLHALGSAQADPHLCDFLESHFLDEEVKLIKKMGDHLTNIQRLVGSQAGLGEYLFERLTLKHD
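10 uM apoferritin + 50% sat. 1-AMA, PBS; cpd 10 min RT; Ex380/Em535 endpoint; normalized to free probe vs complex; 4-param Hill fit; propofol titration as pos. ctrl.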
Pol iota inh: inhibitors of human DNA polymerase iota. Q9UNA4. Pol iota fluorescent replication assay, 10 min. Potency, µM (top dose mostly 115 µM), without a hit: at the top dose activity, negative = inhibition, hits mostly inhibitors. actives 1% (n = 390,000). AID 588590
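Fluorescent replication assay read twice, at 0 min and 10 min after adding 50 nM (final) substrate. Enzyme (10 nM) and compounds were first incubated 15 min at room temperature; enzyme-free buffer wells were negative controls.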
BLM helicase inh: inhibitors of human Bloom syndrome helicase BLM; Potency, µM (highest dose often 56.1 µM), for inactives: top-dose activity change, negative = inhibition, actives largely listed as inhibitors; actives 0.2% (n = 350,000); P54132; recombinant BLM DNA unwinding, fluorescence dequenching;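 note: plate controls were vehicle for no effect and no enzyme for full effect; nearly all actives have a fitted effect of over 35% in size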
Numbers without * were called inactive; ? = inconclusive; nt = no result given; & = joins results of further samples; ! = a repeat was not active; [ ] = another dose, or the depositor's remark. Calls come from the whole dose curve; as a rule, active = well fitted curve in the direction sought with a large enough effect; inconclusive = small, poorly fitted or top-dose-only effect, or another doubt; inactive = no such curve, though single readings can be large; an effect the other way counts as inactive or inconclusive. Potency is the fitted concentration of half-maximal effect. An excerpt (hit frequency here may not be typical).

1: N/C(=N\OC(=O)c1ccc(Cl)cc1Cl)c1ccc(Cl)cc1
2: COc1ccc(CNC(=O)C(c2cccs2)N(C(=O)c2csnn2)C2CC2)cc1 (stereo unspecified)
3: CC1CC(C)CN(S(=O)(=O)c2cc3c(cc2Cl)NC(=O)CO3)C1 (stereo unspecified)
4: O=C(NC1CCCC1)C1CCN(C(=O)c2ccccc2Cl)CC1
5: CC1CN(S(=O)(=O)c2ccc(C(=O)Nc3nnc(-c4ccccn4)o3)cc2)CC(C)O1 (stereo unspecified)
6: CNc1snc(C)c1C(=O)OCC(=O)c1cc(F)ccc1OC
7: CN(Cc1ccccc1F)C(=O)c1ccc(Oc2ccccc2)cc1
8: O=C(CCCCCn1c(=S)[nH]c2cc3c(cc2c1=O)OCO3)N1CCN(C(=O)c2ccco2)CC1
assay / entry	1	2	3	4	5	6	7	8
APEX1 inh	4%	13%	-5%	34%	0%	-1%	2%	-3%
POLH inh	1%	-12%	-16%	-22%	-16%	-13%	-26%	?
Pol beta inh	11%	17%	-13%	24%	-18%	nt	9%	?
Pol kappa inh	-14%	-2%	2%	9%	-11%	-2%	-17%	-30%
G9a block	1%[12.7 µM]	-5%[59 µM]	nt	13%	-28%	?	10%[2.33 µM]	-6%[12.7 µM]
BAZ2B inh	16%	12%	8%	9%	nt	-7%	70%[activator]	?
Apoferritin bind	-8%	-19%	-10%	-1%	1%	nt	-19%	-6%
Pol iota inh	1%	17%	10%	49%[activator]	52%[activator]	34%[activator]	8%	28µM*
BLM helicase inh	-11%	-1%	-5%	1%	2%	nt	-10%	-18%

Reformatted: seven of the compounds above
| No. | SMILES | APEX1 inh | POLH inh | Pol beta inh | Pol kappa inh | G9a block | BAZ2B inh | Apoferritin bind | Pol iota inh | BLM helicase inh |
| --- | --- | --- | --- | --- | --- | --- | --- | --- | --- | --- |
| 2 | COc1ccc(CNC(=O)C(c2cccs2)N(C(=O)c2csnn2)C2CC2)cc1 (stereo unspecified) | 13% | -12% | 17% | -2% | -5%[59 µM] | 12% | -19% | 17% | -1% |
| 4 | O=C(NC1CCCC1)C1CCN(C(=O)c2ccccc2Cl)CC1 | 34% | -22% | 24% | 9% | 13% | 9% | -1% | 49%[activator] | 1% |
| 8 | O=C(CCCCCn1c(=S)[nH]c2cc3c(cc2c1=O)OCO3)N1CCN(C(=O)c2ccco2)CC1 | -3% | ? | ? | -30% | -6%[12.7 µM] | ? | -6% | 28µM* | -18% |
| 5 | CC1CN(S(=O)(=O)c2ccc(C(=O)Nc3nnc(-c4ccccn4)o3)cc2)CC(C)O1 (stereo unspecified) | 0% | -16% | -18% | -11% | -28% | nt | 1% | 52%[activator] | 2% |
| 6 | CNc1snc(C)c1C(=O)OCC(=O)c1cc(F)ccc1OC | -1% | -13% | nt | -2% | ? | -7% | nt | 34%[activator] | nt |
| 3 | CC1CC(C)CN(S(=O)(=O)c2cc3c(cc2Cl)NC(=O)CO3)C1 (stereo unspecified) | -5% | -16% | -13% | 2% | nt | 8% | -10% | 10% | -5% |
| 1 | N/C(=N\OC(=O)c1ccc(Cl)cc1Cl)c1ccc(Cl)cc1 | 4% | 1% | 11% | -14% | 1%[12.7 µM] | 16% | -8% | 1% | -11% |

Later entries:
9: Fc1ccc(CN2CCC(Cc3ccccc3)CC2)cc1F
10: CCn1c(Cc2c(C)[nH]c3ccccc23)nnc1SCC(=O)NCc1ccccc1
11: CC(C)c1ccc(NC(=O)Cn2nnc(C(=O)NCc3cccs3)c2N)cc1
12: COc1ccccc1C(=O)Nc1nnc(S(=O)(=O)N2CCN(c3ccc(F)cc3)CC2)s1
13: CCN(CC)CCNC(=O)c1cc2c(-c3cccc(OC)c3)nn(C)c2s1
14: C[C@H](C(=O)CC(=O)OC(C)(C)C)[C@H](O)c1ccc(C(F)(F)F)cc1
15: CCOC(=O)C1=C(C)N(C)C(C)=C(C(=O)OCC)C1c1ccccn1
16: COC(=O)c1ccc(C2c3c(-c4ccc(Br)cc4)n[nH]c3C(=O)N2c2ccc(Cl)cc2)cc1 (stereo unspecified)
assay / entry	9	10	11	12	13	14	15	16
APEX1 inh	-3%	-2%	nt	20%	-31%	-10%	-1%	nt
POLH inh	-2%	-5%	-3%	-23%&-10%	-10%&3%	-10%	0%	-27%
Pol beta inh	18%	13%	7%	9%&-5%	71µM*	2%	-19%	?
Pol kappa inh	-12%	-5%	-18%	1%&1%	14%&-20%	-5%	-6%	-24%
G9a block	10µM*	6%[59 µM]	-15%[59 µM]	-2%	79µM*!	79µM*	-34%[59 µM]	-34%[59 µM]
BAZ2B inh	?	-11%	nt	?	-1%	-28%	3%	nt
Apoferritin bind	-10%	-6%	53%[activator]	3%&-2%	4%&-18%	?	-2%	-2%
Pol iota inh	-10%	-11%	?	51%&26%[activator]	?	22%	7%	?
BLM helicase inh	-6%	-3%	-2%	-1%&-1%	123%&132%[activator]	-10%	0%	-12%

17: O=C(O)c1cc(-c2ccc3c(c2)OCO3)nc2ccccc12
18: Cc1cc(OCCCC(=O)NC2=NCCS2)ccc1Cl
19: Cc1c(CCC(=O)O)c(=O)oc2cc3oc4c(c3cc12)CCCC4
20: Cc1c(C(=O)Nc2cccc3cccnc23)oc2ccccc12
21: CCc1cc2c(=O)n(CC)c(SC(C)C(=O)Nc3c(C)n(C)n(-c4ccccc4)c3=O)nc2s1 (stereo unspecified)
22: CCCN1C(=O)c2ccc(C(=O)Nc3cc(C)ccc3O)cc2C1=O
23: COc1cccc2c(=O)n(CC(=O)Nc3ccccc3)ccc12
24: CCN(CC(=O)Nc1cc(Cl)ccc1C)C(=O)CN1C(=O)NC2(CCCC2)C1=O
assay / entry	17	18	19	20	21	22	23	24
APEX1 inh	17%	12%	-1%	0%	-4%	29%	0%	13%
POLH inh	-15%	3%	-12%	-5%	-13%	-14%	-7%	-22%
Pol beta inh	1%	5%	13%	-1%	-9%	-1%	-1%	nt
Pol kappa inh	-3%	-15%	2%	-4%[60.1 µM]	-1%	-17%	-10%	-5%
G9a block	-6%[59 µM]	?	1%	-27%	-7%[59 µM]	15%	-37%[59 µM]	?
BAZ2B inh	-5%	-1%	-2%	-2%	6%	10%	-1%	6%
Apoferritin bind	-14%	?	-8%	-10%	-12%	-6%	0%	nt
Pol iota inh	?	13%	8%	18%	3%	124%[activator]	-6%	24%
BLM helicase inh	1%	-5%	3%	-3%	-5%	-3%	-14%	nt

25: Cc1ccc(S(=O)(=O)NCC(=O)OC(C)C(=O)c2ccccc2)cc1 (stereo unspecified)
26: CCN(C(=O)COC(=O)c1ccc2c(c1)OCO2)c1ccccc1
27: Cc1c(NC(=O)COC(=O)C2(c3ccc(F)cc3)CCCC2)c(=O)n(-c2ccccc2)n1C
28: O=c1[nH]ncn1-c1cccc(C(F)(F)F)c1
29: COC(=O)Cc1c(C)c2ccc(OCC(=O)N(C)C3CCS(=O)(=O)C3)cc2oc1=O (stereo unspecified)
30: COC(=O)CSc1nsc(SCC(=O)OC)c1C#N
31: COc1cc([N+](=O)[O-])ccc1NC(=O)CCCOc1cccc(C)c1C
32: O=C(Nc1ccc(Cc2ccncc2)cc1)c1ccc(N2CCOCC2)c([N+](=O)[O-])c1
assay / entry	25	26	27	28	29	30	31	32
APEX1 inh	-12%	9%	1%	-5%	4%	1%	-1%	-1%
POLH inh	-4%	2%	-5%	-7%	10%	-9%	-13%	-22%
Pol beta inh	nt	nt	7%	8%	-2%	-17%	?	75%
Pol kappa inh	-17%	-10%	-2%	0%	-9%	-2%	-15%	-1%
G9a block	-8%	nt	19%	84%[activator][59 µM]	nt	?	?	?
BAZ2B inh	12%	nt	3%	-29%[57.1 µM]	-9%	1%	-26%	?
Apoferritin bind	nt	nt	-5%	?	-9%	-9%	-20%	?
Pol iota inh	24%	94%[activator]	66%[activator]	18%	16%	45%[activator]	1%	21%
BLM helicase inh	nt	nt	3%	0%	1%	-7%	-11%	-8%

33: COc1cc(/C=N/Nc2cc(C)nc(NS(=O)(=O)c3ccccc3)n2)ccc1O
34: O=S(=O)(NCc1ccccn1)C(F)(F)F
35: CCCCOc1ccc(C(=O)N/C(=C/c2cccc([N+](=O)[O-])c2)C(=O)O)cc1
36: COc1ccc(S(=O)(=O)n2nc(OC(=O)C3CCCCC3)cc2N)cc1
37: Cc1cc(Cl)ccc1OCC(=O)Nc1ccncc1
38: CCCCn1c(Oc2ccc(C(=O)OC)cc2)nc2c1c(=O)n(C)c(=O)n2C
39: Cc1cc(C)n2nc(CNS(=O)(=O)c3ccc(CC(C)C)cc3)nc2n1
40: CC1CN(CC(=O)NN=C(c2ccccc2)c2ccccc2)CC(C)O1 (stereo unspecified)
41: Cn1c(N)c(Sc2ccc(F)cc2)c(=O)n(C)c1=O
42: COc1ccc(S(=O)(=O)/N=C2\C=C(NS(=O)(=O)c3ccccc3)C(=O)c3ccccc32)cc1
assay / entry	33	34	35	36	37	38	39	40	41	42
APEX1 inh	-7%	8%	1%	8%	-7%	1%	23%	-3%	0%	-20%
POLH inh	10%	-10%	-15%	-12%	-5%	-4%	-26%	6%	-10%	22µM*
Pol beta inh	-16%	34%	5%	5%	14%	-3%	17%	-22%	31%[activator]	79µM*
Pol kappa inh	-16%	-14%	-6%	-14%	12%	-3%	-3%	-7%	-18%	-10%
G9a block	-2%	nt	?	16%[2.33 µM]	nt	-3%[59 µM]	-1%	10%	?	8.9µM*
BAZ2B inh	-15%	50µM*	?	3%	12%	18%	2%	3%	-13%	10µM*
Apoferritin bind	-4%	-8%	-10%	?	-4%	-13%	-17%	-11%	-3%	-10%
Pol iota inh	32%[activator]	?	20%	-2%	19%	-3%	47%[activator]	3%	7%	?
BLM helicase inh	-2%	3%	-2%	-7%	-2%	0%	-1%	1%	-2%	-12%
